Bioassay records from PubChem.
GPT2 inhibitor: GPT2 alanine aminotransferase inhibition; Potency, µM (top dose mostly 57.7 µM), for the others: at the highest dose activity change, negative = inhibition, actives largely listed as inhibitors; Recombinant GPT2, coupled pyruvate oxidase/HRP Amplex Red fluorescence; Q8TD30; AID 1671188; 0.25% of 100,000 active; also: potency is read from the fitted curve at half-maximal effect; nearly all actives have a fitted effect of over 60% in size; many of its hits are not listed in these tables
Target sequence (Q8TD30 whole entry, looked up): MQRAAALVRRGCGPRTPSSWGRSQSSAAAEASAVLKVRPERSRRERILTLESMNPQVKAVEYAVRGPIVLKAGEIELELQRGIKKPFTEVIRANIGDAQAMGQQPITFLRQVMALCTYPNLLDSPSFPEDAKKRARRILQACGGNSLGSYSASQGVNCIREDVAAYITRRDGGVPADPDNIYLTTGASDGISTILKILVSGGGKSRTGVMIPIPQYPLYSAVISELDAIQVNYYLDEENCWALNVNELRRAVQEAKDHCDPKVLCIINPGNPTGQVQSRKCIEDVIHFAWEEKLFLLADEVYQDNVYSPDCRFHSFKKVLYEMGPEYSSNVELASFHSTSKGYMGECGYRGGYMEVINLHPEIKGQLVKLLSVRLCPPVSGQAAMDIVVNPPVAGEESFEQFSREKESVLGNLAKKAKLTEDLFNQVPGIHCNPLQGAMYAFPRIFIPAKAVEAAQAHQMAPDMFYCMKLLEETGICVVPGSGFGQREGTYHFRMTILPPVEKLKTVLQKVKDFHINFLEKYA
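Recombinant GPT2 (10ng/uL) with 250uM a-KG and 2mM L-alanine, 30 min at room temperature, in HEPES pH 7.5 buffer. Pyruvate detected by pyruvate oxidase/HRP/Amplex Red fluorescence after 30 min in the dark; AOA (50uM) as positive control.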
IP6K1 inh: inhibitors of human IP6K1. IP6K1 kinase, ADP-Glo luminescence, 2 h; stronger effect = lower value. activity change, % (series mostly up to about 58 µM). 0.81% of 140,000 active; in the data active = activity change below about -25%
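ADP-Glo luminescence measures ADP made by human IP6K1 during a 2 h RT reaction with ATP/IP6 (mix at 1.3 mM/130 uM); top library doses 57.5 and 19.1 uM final.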
FLuc inh: inhibitors of firefly (Photinus pyralis) luciferase | P08659 | purified P. pyralis luciferase, luminescence, biochemical | Potency, µM (titrated, usually from 115 µM), without a hit: at the top dose activity change, negative = inhibition, usual class: inhibitors | 2.5% of 76,000 active | AID 1347043; also: potency is read from the fitted curve at half-maximal effect; nearly all actives have a fitted effect of over 65% in size
Target sequence (P08659 whole entry, looked up): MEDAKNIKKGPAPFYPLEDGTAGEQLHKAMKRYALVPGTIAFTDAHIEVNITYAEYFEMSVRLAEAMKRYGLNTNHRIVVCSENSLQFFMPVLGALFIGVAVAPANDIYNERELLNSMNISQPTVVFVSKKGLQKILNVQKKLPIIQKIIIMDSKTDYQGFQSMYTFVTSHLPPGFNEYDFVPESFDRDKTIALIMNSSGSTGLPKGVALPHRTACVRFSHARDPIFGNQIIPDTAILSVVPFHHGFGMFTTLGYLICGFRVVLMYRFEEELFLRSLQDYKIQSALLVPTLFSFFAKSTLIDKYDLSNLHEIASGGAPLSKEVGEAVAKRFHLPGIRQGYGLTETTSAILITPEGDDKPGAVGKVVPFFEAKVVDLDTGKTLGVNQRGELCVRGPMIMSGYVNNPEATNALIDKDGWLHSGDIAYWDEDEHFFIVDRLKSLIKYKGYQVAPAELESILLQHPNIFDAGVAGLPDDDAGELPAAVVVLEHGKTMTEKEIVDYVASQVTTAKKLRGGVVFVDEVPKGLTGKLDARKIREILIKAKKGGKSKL
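Purified P. pyralis luciferase (10nM final) in 50mM Tris acetate pH 7.5, 10mM Mg acetate, 0.01% Tween-20, 0.05% BSA with 10uM D-luciferin and 10uM ATP. Compounds titrated qHTS. Luminescence imaged on CCD.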
SNCA viab count: cell viability loss counter-screen; HEK-293-SNCA-luc viability, GF-AFC fluorescence, 24 h; Potency, µM (series often up to 57.1 µM), for the others: at the highest dose activity change, negative = cytotoxicity, hits mostly cytotoxic; 0.12% of 150,000 active;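 also: potency is read from the fitted curve at half-maximal effect; 0% = DMSO-treated cells and -100% = medium-only wells without cells; nearly all actives have a fitted effect of over 30% in size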
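Cytotoxicity counterscreen: after 24 h compound treatment of genome-edited SNCA-luciferase HEK-293 cells, live-cell protease substrate GF-AFC read by fluorescence after 30 min; activity scaled between DMSO (0%) and medium-only (-100%), curves Hill-fitted.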
3T3 cytotox: kills NIH 3T3 cells | NIH 3T3 viability, CellTiter-Glo ATP luminescence, 48-72 h | Potency, µM (series often up to 96.7 µM), for inactives: top-dose activity change, negative = cytotoxicity, usual class: inhibitors | 4.3% of 94,000 active; also: potency is read from the fitted curve at half-maximal effect; nearly all actives have a fitted effect of over 55% in size
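ATP-dependent luminescence (CellTiter-Glo) served as the viability signal for NIH 3T3 cells treated with compound for 48 or 72 hr at 37 °C.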
HEK cytotox: kills HEK 293 cells | Potency, µM (series often up to 115 µM), inactives show top-dose activity change, negative = cytotoxicity, hits mostly inhibitors | HEK 293 viability, ATP luminescence (CellTiter-Glo), 48-72 h | 6.6% of 94,000 active; also: potency is read from the fitted curve at half-maximal effect; nearly all actives have a fitted effect of over 60% in size
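Viability of HEK 293 cells, plated at 250 cells/well, was judged by cellular ATP after compound treatment for 48 or 72 hr. Luminescence was imaged 10 min after CellTiter-Glo addition at room temperature.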
SNCA expr inhib: SNCA gene expression inhibition; HEK-293 SNCA-luciferase knock-in, luminescence, 24 h; Potency, µM (titrated, usually from 57.2 µM), inactives show at the top dose activity change, negative = inhibition, usual class: inhibitors; 0.17% of 140,000 active; AID 1671194;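 also: potency is read from the fitted curve at half-maximal effect; plate controls were DMSO cells for no effect and cell-free wells for full effect; nearly all actives have a fitted effect of over 45% in size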
Active calls of the source: *; i = inactive; ? = inconclusive; nt = no result given; ! = not confirmed by another sample; [ ] = another dose, or the depositor's remark. Unless noted, calls follow the shape of the dose curve; as a rule, active = well fitted curve in the direction sought with a large enough effect; inconclusive = small, poorly fitted or top-dose-only effect, or another doubt; inactive = no such curve, though single readings can be large; an effect the other way counts as inactive or inconclusive. Unless noted, % is scaled to controls: 0 for no effect and ±100 for the full control effect. These rows are one share of the data, so the mix of outcomes need not match the whole.

Each structure is followed by: 3T3 cytotox	SNCA viab count	FLuc inh	IP6K1 inh	GPT2 inhibitor	HEK cytotox	SNCA expr inhib
1. COc1ccc(NC(=O)Nc2cccc(-c3ccc(N4CCCCC4)nn3)c2)c(OC)c1
  -17.9%	-8.0%	0.316µM*	0.1	i	?	-57.9%
2. O=C([C@@H]1CCCN1Cc1cc(=O)c2cc(F)ccc2[nH]1)N1CCCCC1
  ?	3.6%	-5.1%	8.7	i	-10.6%	-7.5%
3. COc1ccc(C(=O)N2CCC3(CC2)CC(=O)c2ccc(Cl)cc2O3)cc1
  ?	-18.7%	-6.7%	6.9	?	50.1µM*	-4.3%
4. Cc1c(CN2CCCC(CNC(=O)c3cccc4ccccc34)C2)[nH]c2ccccc12 (stereo unspecified)
  20µM*	?	7.0%	1.7	i	17.8µM*	-13.5%
5. CN(C)C[C@@H]1CN(c2ccncn2)C[C@H]1NC(=O)COc1ccc(Cl)cc1
  -10.8%	15.7%	-2.2%	1.8	?	-19.1%	2.4%
6. O=C(NCC1(COc2ccc(C(F)(F)F)cn2)C[C@@H](O)[C@@H](O)C1)c1cccnc1 (stereo partly specified)
  -2.1%	-2.8%	2.5%	3.7	-5.6%	-10.8%	4.4%
7. CN(C)c1cc(=O)c2ccnc(N3CCN(c4ccccn4)CC3)c2o1
  ?	7.7%[87.6 µM]	1.2%[172 µM]	-26.6*	i	-2.1%[172 µM]	-7.3%[87.6 µM]
8. COc1ccc(OCC2(C)COc3ccc(C(=O)N(C)C)cc3N2)cc1 (stereo unspecified)
  -30.2%[138 µM]	?	-2.4%[172 µM]	-7.0	-16.7%[88.5 µM]	?	?
9. CC(=O)c1ccc(N2C(=O)N(Cc3ccccc3C#N)c3ccccc3S2(=O)=O)cc1
  nt	-6.4%	nt	16.4	nt	nt	-12.8%
10. Cc1nn(-c2ccccc2)c2c1C(C(C)C)N(C1CCN(C(=O)N3CCOCC3)C1)C2=O (stereo unspecified)
  ?	nt	nt	-3.1	nt	79.4µM*	nt
11. C=CC(C)(O)CCC1C(C)(O)CCC2C(C)(C)CCCC21C (stereo unspecified)
  nt	-11.1%	nt	4.2	4.9%[27.3 µM]	nt	nt
12. N#Cc1ccc(CN2CCC3(CC(=O)Nc4ccccc4N3)C2)cc1 (stereo unspecified)
  -1.3%	-2.5%	nt	13.2	-2.2%	-8.8%	10.7%
13. CN1C(=O)[C@H]2CN(Cc3ccc(F)c(Br)c3)C[C@H]2C1=O
  -17.2%	5.6%	2.5%	14.9	i	-16.4%	19.3%
14. COc1ccc(Cl)cc1C(=O)NC1CCCN(c2cc(-c3ccc(F)cc3)[nH]n2)C1 (stereo unspecified)
  ?	-27.6%	?	0.0	?	?	-15.0%
15. Cc1ccc(C)c(Nc2nn3c(=O)c4ccc(C(=O)NCCc5ccccc5)cc4nc3s2)c1
  nt	-16.5%	nt	-10.7	nt	nt	9.1%
16. COc1ccc(C)cc1NC(=O)C1CCN(S(=O)(=O)c2ccc3[nH]c(=O)oc3c2)CC1
  nt	-2.0%	nt	-1.2	nt	nt	-0.8%
17. COc1ccc(-c2ccc3ncc4c(c3c2)n(-c2ccc(N3CCNCC3)c(C(F)(F)F)c2)c(=O)n4C)cn1
  nt	30.4µM*!	nt	-15.2	1.7%	nt	?
18. CN(C)c1ccc(CNC(=O)CN2C(=O)CSc3ccc(S(=O)(=O)N4CCCC4)cc32)cc1
  nt	-12.9%	nt	9.0	nt	nt	5.4%
19. COc1ccc(Cn2c(CNS(=O)(=O)c3ccc(C)c(C)c3)nc3cccnc32)cc1
  nt	-6.8%	nt	-16.2	nt	nt	26.3%
20. O=C(Cn1cncn1)N1CCc2onc(C(c3ccccc3)c3ccccc3)c2C1
  -28.2%	8.2%	-9.7%	3.2	i	-14.3%	2.3%
21. Cc1ccc(CNC(=O)CCc2c(C)nc3nc(CNC(=O)OC(C)(C)C)nn3c2C)cc1
  nt	23.4%	nt	-8.0	nt	nt	-3.0%
22. CCc1cccc(C)c1NC(=O)CCCn1c(=O)c2cccn2c2cccnc21
  nt	-1.3%	nt	18.6	nt	nt	-6.4%
23. Cc1noc2c(N3CCOCC3)cc(-c3cccs3)nc12
  ?	-13.4%[87.6 µM]	-18.4%[172 µM]	-11.6	-3.9%[88.5 µM]	?	6.3%[87.6 µM]
24. Cc1ccc(NC(=O)CSc2nc(=O)n(Cc3ccncc3)c3c2CCC3)cc1Cl
  nt	1.4%	nt	27.6	nt	nt	17.6%
25. CCOc1ccc(-c2cc3c(=O)n(CCNC(=O)c4cccc(C#N)c4)ccn3n2)cc1
  2.6%	-0.9%	0.794µM*	-4.6	2.6%	2.3%	76.7%[activator]
26. CCn1cc(C(=O)N[C@@H]2CN(S(C)(=O)=O)C[C@H]2CN(C)C)cn1
  -13.4%	10.2%	2.7%	25.8	i	-2.3%	-23.6%
27. CCOc1ccc(C(=O)Nc2ccc3c(c2)N(C(C)=O)CCC3)cc1OCC
  nt	-20.6%	nt	-3.2	nt	nt	-72.1%
28. Cc1cc2nc3n(c(=O)c2n1CC(=O)Nc1ccc(Br)cc1F)CCCCC3
  ?	-0.8%	0.0%	4.2	i	25.1µM*	-2.0%
29. Cn1ccnc1CN1C(=O)CO[C@H]2CN(Cc3c[nH]c4ccccc34)C[C@H]21
  -21.8%[174 µM]	3.4%[87.6 µM]	-5.7%[172 µM]	11.8	-4.2%[88.5 µM]	?	1.8%[87.6 µM]
30. CC(NCCCc1cccc(C(F)(F)F)c1)c1cccc2ccccc12 (stereo unspecified)
  nt	-0.1%[23.9 µM]	nt	6.6	-7.4%[27.3 µM]	nt	nt
31. CC1(COc2cccnc2)COc2ccc(C(=O)NCc3ccc(F)cc3)cc2N1 (stereo unspecified)
  ?	?	-30.2%[172 µM]	8.2	-13.8%[88.5 µM]	56.2µM*	?
32. C=C(C)C(O)COc1ccc(CC(=O)O)cc1 (stereo unspecified)
  nt	-1.3%	nt	-5.5	i	nt	nt
33. COC(=O)C(=O)N1CC[C@H]2NC(=O)N(c3ccc(C(C)C)cc3)C(=O)[C@H]21
  i	1.6%[87.6 µM]	4.9%[172 µM]	-13.0	1.6%[88.5 µM]	4.5%[172 µM]	4.9%[87.6 µM]
34. Cc1ccc(C(=O)N2CCCC(c3nn(-c4ccc(Cl)cc4)c(=O)[nH]3)C2)cc1 (stereo unspecified)
  -26.2%	8.8%	-3.0%	19.7	i	?	5.0%
35. O=C1CCCN1CC(=O)N1CCCC(Nc2ccccc2)C1 (stereo unspecified)
  -12.6%	9.5%	0.0%	11.5	i	-18.7%	1.1%
36. CN(C)C(=O)[C@@H]1CN(S(=O)(=O)c2ccccc2)C[C@H]1CO
  -23.3%	3.0%	nt	5.4	i	-14.9%	-11.7%
37. Cc1ccc(-c2ccc3nnc(CNC(=O)c4cccc(N(C)C)c4)n3n2)cc1C
  ?	-10.4%	?	-16.2	i	?	143.6%[activator]
38. FC(F)(F)c1ccc(CN2CC[C@H](c3nc4ccc(C(F)(F)F)cc4[nH]3)C2)cc1
  31.6µM*	?	?	-5.2	-22.4%[88.5 µM]	35.5µM*	?
39. O=C(c1cc[nH]c1)N1CCN(CCOCc2ccccc2)CC(O)C1 (stereo unspecified)
  i	5.2%	5.1%	-13.4	i	-2.8%	-2.1%
40. Cc1nn2cc(CCNCC3(O)CNCCOC3)nc2s1 (stereo unspecified)
  3.5%	-6.0%	2.4%	4.0	-19.4%	i	16.2%
41. O=C(C1CCCC1)N1CCC2(CC1)CC(Cc1ccccc1)=NO2
  -10.2%	7.0%	nt	-4.7	-2.3%	-14.9%	-28.9%
42. COc1ccc(CC(=O)NC2CCCc3c2[nH]c2c(Cl)cccc32)cc1OC (stereo unspecified)
  12.6µM*	-9.3%	1.0%	0.8	i	28.2µM*	-27.9%
43. COc1ccccc1CC(=O)NC1CCN(c2cc(C)cc(C)c2)C1=O (stereo unspecified)
  -10.3%	6.3%	-6.9%	1.5	i	?	?
44. COc1ccc(NC(=O)CSc2nncn3c2cc2oc(C)cc23)cc1OC
  nt	3.5%	nt	17.6	nt	nt	22.2%
45. O=C1N(C2CCN(Cc3ccccn3)CC2)C(c2ccncc2)C12CCCCC2 (stereo unspecified)
  2.9%	2.5%[12.5 µM]	-5.5%	-2.9	-15.4%	i	16.8%
46. CCOc1ccc(C(=O)NCCn2ccn3nc(-c4ccc(OC)cc4)cc3c2=O)cc1
  -17.6%	4.4%	-22.6%	0.8	i	i	39.9%[activator]
47. O=C(NCC1CCCCCC1)[C@@H]1CCCN1c1nccc(Nc2ccccc2Cl)n1
  31.6µM*	4.7%[12.5 µM]	nt	-1.5	i	25.1µM*	?
48. CCCN1CCN(c2ncnc3sc(C(=O)Nc4c(C)cc(C)cc4C)c(C)c23)CC1
  nt	?	nt	-1.5	nt	nt	?
49. O=C1CC(c2ccccc2)N(Cc2ccncc2)CCCNCCN1 (stereo unspecified)
  -9.1%	-1.2%	-1.4%	24.1	-14.2%	i	4.7%
50. Cc1ccnn1CC(=O)N(Cc1ccncc1)Cc1cccc(OCCc2ccc(F)cc2)c1
  4.6%	1.6%	0.6%	-2.7	0.7%	0.4%	-7.2%
51. CC(=O)c1ccc(NC(=O)C2CCCN(S(=O)(=O)c3ccc4c(c3)CCCN4C(C)=O)C2)cc1 (stereo unspecified)
  nt	7.7%	nt	-12.1	nt	nt	-1.6%
52. CN(C)C[C@@H]1CN(Cc2ccccc2)C[C@H]1NC(=O)c1ccncn1
  4.4%	-1.6%	3.0%	6.0	0.6%	1.7%	14.0%
53. COc1cccc2c1C(=O)c1c(O)c3c(c(O)c1C2=O)C[C@@](O)(C(C)=O)C[C@@H]3O[C@H]1C[C@H](N)[C@H](O)[C@H](C)O1
  nt	-47.5%[23.9 µM]	nt	11.1	3.2%	nt	?
54. COc1cccc(NC(=O)C2CCC(CNS(=O)(=O)c3ccc4c(c3)CCCC(=O)N4)CC2)c1 (stereo unspecified)
  nt	-7.7%	nt	14.1	nt	nt	78.5%[activator]
55. O=C(NCc1ccc(Cl)cc1)C1CCN(S(=O)(=O)c2cccc3nonc23)CC1
  nt	0.9%	nt	-10.1	nt	nt	-18.3%

Molecules above containing a CF3 group:
Each structure is followed by: 3T3 cytotox	SNCA viab count	FLuc inh	IP6K1 inh	GPT2 inhibitor	HEK cytotox	SNCA expr inhib
6. O=C(NCC1(COc2ccc(C(F)(F)F)cn2)C[C@@H](O)[C@@H](O)C1)c1cccnc1 (stereo partly specified)
  -2.1%	-2.8%	2.5%	3.7	-5.6%	-10.8%	4.4%
17. COc1ccc(-c2ccc3ncc4c(c3c2)n(-c2ccc(N3CCNCC3)c(C(F)(F)F)c2)c(=O)n4C)cn1
  nt	30.4µM*!	nt	-15.2	1.7%	nt	?
30. CC(NCCCc1cccc(C(F)(F)F)c1)c1cccc2ccccc12 (stereo unspecified)
  nt	-0.1%[23.9 µM]	nt	6.6	-7.4%[27.3 µM]	nt	nt
38. FC(F)(F)c1ccc(CN2CC[C@H](c3nc4ccc(C(F)(F)F)cc4[nH]3)C2)cc1
  31.6µM*	?	?	-5.2	-22.4%[88.5 µM]	35.5µM*	?
